Rv3671c inh: inhibits the M. tuberculosis serine protease Rv3671c; 320,000 tested, 0.048% active; AID 2606; inhibition, % at 5.96 µM; in the data active = inhibition above about 38%;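 note: extracellular domain of Rv3671c used as enzyme; 0% = enzyme with DMSO and 100% = no enzyme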
Target sequence (P9WHR9 whole entry, looked up, the tested form may be a part): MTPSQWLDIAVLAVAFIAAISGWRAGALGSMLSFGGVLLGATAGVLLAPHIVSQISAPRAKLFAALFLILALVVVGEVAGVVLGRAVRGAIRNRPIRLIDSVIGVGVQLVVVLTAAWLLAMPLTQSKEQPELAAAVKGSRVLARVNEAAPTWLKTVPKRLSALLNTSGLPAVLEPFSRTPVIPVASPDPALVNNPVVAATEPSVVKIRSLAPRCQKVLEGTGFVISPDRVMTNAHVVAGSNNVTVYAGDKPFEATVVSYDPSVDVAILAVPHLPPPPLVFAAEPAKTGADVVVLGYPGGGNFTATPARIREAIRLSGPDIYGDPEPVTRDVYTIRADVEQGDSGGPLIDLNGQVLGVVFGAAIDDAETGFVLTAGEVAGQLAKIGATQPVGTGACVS
GDH-TPI counter: inhibits GDH-TPI coupling enzymes, artifact for Mtb FBA screen | GDH-TPI coupled enzyme counterscreen, NADH absorbance | AID 588335 | 360,000 tested, 1.2% active | inhibition, % at 4.8 µM; in the data active = inhibition above about 30%;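 note: 0% = DMSO wells and 100% = wells lacking the enzyme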
UGM FP inh: inhibitors of M. tuberculosis UDP-galactopyranose mutase; 320,000 tested, 0.06% active; P9WIQ1; purified UGM, fluorescence polarization probe displacement; inhibition, % at 10 µM; in the data active = inhibition above about 10%, passing the limit was not always enough
MazF activator: increases E. coli MazEF RNase cleavage of RNA | 350,000 tested, 0.32% active | FAM/BHQ RNA-DNA oligo cleavage fluorescence, 5 h | activation, % at 20 µM | AID 504720 | P0AE70; in the data active = activation above about 50%
Target sequence (P0AE70 whole entry, looked up): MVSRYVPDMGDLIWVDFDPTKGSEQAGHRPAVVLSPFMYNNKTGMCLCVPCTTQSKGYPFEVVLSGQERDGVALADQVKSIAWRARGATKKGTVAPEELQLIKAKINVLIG
Mtb BioA inh: blocks M. tuberculosis BioA enzyme activity. purified M. tuberculosis BioA enzyme, plate reader. inhibition, % at 9.99 µM. 360,000 tested, 0.096% active. AID 602481; in the data active = inhibition above about 40%
VHR inh abs: blocks human VHR1 dual specificity phosphatase. AID 1654. inhibition, % at 13.3 µM. 290,000 tested, 0.52% active. P51452. recombinant VHR phosphatase, pNPP absorbance; in the data active = inhibition above about 50%; note: some compounds called inactive have numbers as strong as hits
Target sequence (P51452 whole entry, looked up): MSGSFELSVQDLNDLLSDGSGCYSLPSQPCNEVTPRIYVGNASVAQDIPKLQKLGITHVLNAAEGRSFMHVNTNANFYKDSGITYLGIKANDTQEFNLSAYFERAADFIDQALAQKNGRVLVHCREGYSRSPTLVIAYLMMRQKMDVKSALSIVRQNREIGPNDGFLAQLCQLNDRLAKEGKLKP
BH1578 lux ind: induces V. cholerae light production without autoinducers. V. cholerae BH1578 lux reporter, luminescence, 6 h. activation, % at 18.7 µM. 350,000 tested, 0.16% active. AID 588436; in the data active = activation mostly above about 9.7%, no sharp cut-off; note: not every result past the cut was called active; inactives centre near 0; reference of the scale not given here
Mtb FBA inh: inhibits M. tuberculosis FBA enzyme | P9WQA3 | purified M. tuberculosis FBA, fluorescence read-out | inhibition, % at 1 µM | 360,000 tested, 2.3% active | AID 588726; in the data active = inhibition above about 27%;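 note: 0% = vehicle and 100% = reference inhibitor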
SSB-PriA inh: inhibitors of Klebsiella pneumoniae PriA binding to SSB C-terminal tail; AlphaScreen SSBct-PriA binding, biotinylated peptide; inhibition, % at 33 µM; 430,000 tested, 0.6% active; in the data active = inhibition mostly above about 37%, no sharp cut-off; inactive = mostly below about 20%;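 note: plate controls were negative control peptide for no effect and reference peptide for full effect; strong numbers were not always called active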
SARS 3CLpro inh: SARS-CoV 3CLpro protease inhibition | P0C6X7 | recombinant SARS-CoV 3CLpro, quenched FRET peptide cleavage | 290,000 tested, 0.14% active | AID 1706 | inhibition, % at 6 µM; in the data active = inhibition above about 12%
Active calls of the source: *; i = inactive; · = not tested or not shown; & = joins results of further samples. A portion of the library; the hit share may differ from the screen's.

entry	Molecule	Rv3671c inh	GDH-TPI counter	UGM FP inh	MazF activator	Mtb BioA inh	VHR inh abs	BH1578 lux ind	Mtb FBA inh	SSB-PriA inh	SARS 3CLpro inh
1	Cc1oc2cc3oc(=O)c(CCC(=O)N(C)CC(=O)O)c(C)c3cc2c1C	0	16	-0.8	5	-0.5	-15	-0.9	17	-7	3
2	O=P(O)(Oc1ccccc1)c1ccccc1	·	3	·	-2	-0.8	·	-4.3	-1	-9	·
3	COc1ccc(NC(=O)c2ccc(NC(=O)c3ccco3)cc2)c(OC)c1	5	5	-0.8	4	3.9	26	i	-1	-4	-1
4	CCOC(=O)c1ccc(NC2OC(=O)c3ccccc32)cc1 (configuration not stated)	-4	-6	1.9	1	-1.2	10	-1.3	-3	-11	-6
5	COc1ccc(CS(=O)(=O)/C(Cl)=C(/Cl)C(=O)Nc2ccc(OC)nc2)cc1	-12	1	1.7	-3	0.7	22	-0.8	0	-13	-1
6	OCC12COC(c3ccccc3)N1C(c1ccccc1)OC2 (configuration not stated)	0	4	1.7	-4	0.6	39	i	-1	-4	1
7	N#Cc1c(NC(=O)CN2CCN(C(=O)c3ccco3)CC2)sc2c1CCCCC2	-3	7	-1.8	-5	-0.2	3	-0.6	5	13	-6
8	O=C(C1CCCO1)N1CCN(Cc2nc3ccccc3c(=O)[nH]2)CC1 (configuration not stated)	1	0	-1.0	7	3.6	43	i	1	-2	-1
9	COc1ccc(C2=NCCc3cc(OC)c(OC)cc32)cc1OC	3	16	-1.0	2	·	10	-0.1	-3	-4	-4
10	COc1ccc(OC)c(-n2c(=O)c3ccccc3c3ccccc3c2=O)c1	-5	6	2.3	4	0.1	23	-0.2	-3	18&-4	2
11	CCOC(=O)c1c(C)[nH]c(C(C)=NNC(=O)Cn2nc(C)cc2C)c1C	2	9	-0.5	-1	-0.8	·	1.1	0	-25	·
12	CC(C)C1C(c2ccccc2)NC(c2ccccc2)CC1(O)c1ccc(F)cc1 (configuration not stated)	-1	-5	0.5	3	-0.3	33	-0.6	-1	-5	6

Retrieved by structure from the entries so far, 3 records:
entry	Molecule	Rv3671c inh	GDH-TPI counter	UGM FP inh	MazF activator	Mtb BioA inh	VHR inh abs	BH1578 lux ind	Mtb FBA inh	SSB-PriA inh	SARS 3CLpro inh
2	O=P(O)(Oc1ccccc1)c1ccccc1	·	3	·	-2	-0.8	·	-4.3	-1	-9	·
7	N#Cc1c(NC(=O)CN2CCN(C(=O)c3ccco3)CC2)sc2c1CCCCC2	-3	7	-1.8	-5	-0.2	3	-0.6	5	13	-6
10	COc1ccc(OC)c(-n2c(=O)c3ccccc3c3ccccc3c2=O)c1	-5	6	2.3	4	0.1	23	-0.2	-3	18&-4	2

Results in Mtb FBA inh (five entries from above):
cpd | Molecule | Mtb FBA inh
6 | OCC12COC(c3ccccc3)N1C(c1ccccc1)OC2 (configuration not stated) | -1
7 | N#Cc1c(NC(=O)CN2CCN(C(=O)c3ccco3)CC2)sc2c1CCCCC2 | 5
8 | O=C(C1CCCO1)N1CCN(Cc2nc3ccccc3c(=O)[nH]2)CC1 (configuration not stated) | 1
9 | COc1ccc(C2=NCCc3cc(OC)c(OC)cc32)cc1OC | -3
10 | COc1ccc(OC)c(-n2c(=O)c3ccccc3c3ccccc3c2=O)c1 | -3

The list goes on:
entry	Molecule	Rv3671c inh	GDH-TPI counter	UGM FP inh	MazF activator	Mtb BioA inh	VHR inh abs	BH1578 lux ind	Mtb FBA inh	SSB-PriA inh	SARS 3CLpro inh
13	O=C(Nc1ccccn1)c1ccc([N+](=O)[O-])o1	-12	9	1.9	-6	·	7	-0.3	-2	-18	1
14	CC(=O)NC(CCCNC(=S)NC1CCCCC1)C(=O)O (configuration not stated)	2	-5	-0.5	-2	·	22	-0.5	0	-14	-4
15	COc1cc(/C=N/N2CCOCC2)ccc1OC(=O)c1ccco1	4	2	-0.7	-8	·	5	-1.6	4	·	2
16	C[C@H](CO)N1C[C@H](C)[C@@H](CN(C)C(=O)Nc2ccccc2)Oc2c(NS(=O)(=O)c3cccs3)cccc2C1=O	4	6	-5.0	1	-1.3&1.4	·	-0.3	5	2	·
17	Cc1ccc(S(=O)(=O)N2CCCCC2)cc1NC(=O)c1nn(C)c(=O)c2ccccc12	·	-2	·	12	·	·	i	0	-10	·
18	COc1ccccc1NS(=O)(=O)c1cccc(NC(=O)C(C)NC(=O)c2ccco2)c1 (configuration not stated)	·	8	·	-2	-1.6	·	i	3	-3	·
19	O=C(O)c1ccc(/C=C2\CCCc3c2nc2ccccc2c3C(=O)O)cc1	5	23	-1.5	12	-1.6	1	-0.3	9	2	2
20	O=C(Nc1nc(-c2ccco2)c(-c2ccco2)s1)c1cnccn1	5	·	-3.4	2	·	·	·	·	23	·
21	COc1ccc(CCNC(=O)C2CCCN(S(=O)(=O)c3cc(C)ccc3OC)C2)cc1OC (configuration not stated)	2	-14	-0.5	7	0.1	13	1.2	-2	-4	5
22	O=C(Cc1sc(-c2ccccc2Cl)nc1-c1ccccc1)Nc1ccc(F)cc1	-2	-4	1.5	10	·	37	3.1	1	4	1
23	COc1ccc2ccccc2c1-c1csc(N)n1	-3	-10	-0.6	-6	-1.3	3	i	-1	-3	3
24	O=C(CCC(=O)OCc1ccc(C(=O)Oc2ccc(Cl)cc2)cc1)Nc1ccccc1	1	11	-0.8	-7	-0.2	10	-0.6	2	0	1

Some values from above.
Under Mtb FBA inh, compound 17 is entered as 0
Under SSB-PriA inh, compound 4 is entered as -11
Under MazF activator, compound 14 is entered as -2

Next compounds:
entry	Molecule	Rv3671c inh	GDH-TPI counter	UGM FP inh	MazF activator	Mtb BioA inh	VHR inh abs	BH1578 lux ind	Mtb FBA inh	SSB-PriA inh	SARS 3CLpro inh
25	COc1ccc(Cn2nnnc2CN(Cc2cc3cc(C)ccc3[nH]c2=O)C2CCCC2)cc1	-8	16	1.4	3	1.9	13	-0.4	12	10	4
26	O=C(NNc1cccc(Cl)n1)c1c(Cl)cccc1Cl	-2	3	0.7	-10	-1.0	6	·	4	-4	-6
27	COc1cccc(OCc2cc(C(=O)N(Cc3nccn3C)C(C)C)no2)c1	-1	-3	2.4	-5	-0.7	-2	-0.6	-2	0	3
28	COc1ccccc1C(=O)C1CCCN(C(=O)c2cc(C(C)C)no2)C1 (configuration not stated)	6	0	-0.8	5	-0.2	21	-0.6	-2	-6	3
29	CC(C)Cn1c(N)c(C(=O)COC(=O)/C=C/c2ccccc2)c(=O)n(C)c1=O	-17	-1	3.5	1	0.5	·	i	1	-6	·
30	Cc1cccc(C(O)c2ncc(-c3cccc(C(F)(F)F)c3)[nH]2)c1C (configuration not stated)	·	-6	·	·	-1.8	·	-0.5	2	·	·
31	CCCC(O)(c1ccc(Br)cc1)C(CN1CCOCC1)c1ccc(Cl)cc1 (configuration not stated)	-1	-3	-1.8	0	0.8	-9	i	0	10	-2
32	CC1(C)CCc2cc(S(=O)(=O)N3CCN(S(=O)(=O)c4c(F)cccc4F)CC3)ccc2O1	4	6	-0.3	3	-0.5	·	-0.4	-1	-25	·
33	CCN(CC)CCNC(=O)c1ccc(NC(=O)c2cn(-c3ccccc3)nc2-c2cccs2)cc1	-98	8	-0.3	-33	·	20	-0.3	3	9	1
34	CN(C)N(Cc1ccccc1)C(=O)C(O)(c1ccccc1)c1ccccc1	·	5	0.8	1	-1.9	36	i	2	-22	7
35	C=CCn1c(=N)n(CC(O)COc2ccc(OC)cc2)c2ccccc21 (configuration not stated)	10	-6	-1.8	14	2.2	21	·	0	10	1
36	CCc1cccc(C)c1NS(=O)(=O)Cc1ccccc1	0	1	-0.3	12	-2.8	14	i	0	-2	0

(further entries)
entry	Molecule	Rv3671c inh	GDH-TPI counter	UGM FP inh	MazF activator	Mtb BioA inh	VHR inh abs	BH1578 lux ind	Mtb FBA inh	SSB-PriA inh	SARS 3CLpro inh
37	CC/C(O)=C1\C(=O)CCCC1=NCCc1c(C)[nH]c2ccc(C)cc12	2	5	3.1	-8	0.9	-4	-0.6	0	·	-5
38	CCCS(=O)(=O)c1c(S(=O)(=O)CCC)c2ccc(C(N)=O)cn2c1C(=O)OC	5	5	1.5	3	·	22	0.9	14	-19	-1
39	CCC1CCCCN1C(=O)CSC1=NN2CCCC(=O)N=C2S1 (configuration not stated)	6	4	-0.5	8	·	6	i	-1	3&-15	-3
40	CCOC(=O)C1=CC[C@@H](c2ccccc2Cl)N(S(=O)(=O)c2ccc(C)cc2)[C@H]1C(=O)OCC	-5	8	3.8	0	-0.9	·	-0.4	-2	-8	·
41	CC(=O)NC(CC(=O)NC1CCCCCC1)c1ccccc1 (configuration not stated)	6	2	-2.2	4	-0.7	-13	-0.2	3	8	-3
42	CCCCCCc1c(O)nc(SCCN2CCOCC2)[nH]c1=O	10	9	2.0	4	-0.5	9	-2.1	4	-2	6
43	COc1cccc(NC(=O)C2C3C=CC4(O3)C2C(=O)N(CCCN2CCC(C)CC2)C4C(=O)NC2CCCCC2)c1 (configuration not stated)	6	-7	1.4	8	-0.9	15	0.6	0	3	-3
44	COc1ccccc1-n1c(-c2ccccc2)n[nH]c1=S	-6	-5	1.5	-1	·	7	-0.5	1	1	-2
45	Cc1ccc(C(=O)NC(=S)NNC(=O)c2ccc([N+](=O)[O-])cc2)cc1	5	19	-0.3	6	-0.2	14	-0.1	0	4	-4
46	COCc1nc2ccccc2n1Cc1ccccc1C	3	7	-2.3	4	1.6	12	-0.2	3	-10	0
47	CCOc1ccc(OCC)c(NC(=O)CN(c2ccc(OC)cc2)S(=O)(=O)c2c(C)noc2C)c1	-14	0	0.1	1	1.8	-5	-7.3	3	-6	1
48	Cc1ccc2cc(CN(CC3CCCO3)S(=O)(=O)c3ccc4c(c3)OCCO4)c(=O)[nH]c2c1C (configuration not stated)	2	2	0.5	5	-1.5	·	2.0	-4	0	-2

Following part:
entry	Molecule	Rv3671c inh	GDH-TPI counter	UGM FP inh	MazF activator	Mtb BioA inh	VHR inh abs	BH1578 lux ind	Mtb FBA inh	SSB-PriA inh	SARS 3CLpro inh
49	COc1ccc([C@@H]2[C@@H]3C(=O)N(C(C)(C)C)C(=O)[C@@H]3[C@]3(Cc4ccc(Cl)cc4)C(=O)N(c4ccc(C)cc4)C(=O)N23)cc1	-12	1	-2.9	-1	-0.8	·	-0.4	0	-1	·
50	CC(C)Cn1c(N)c(C(=O)COC(=O)c2cc(-c3ccco3)nc3ccccc23)c(=O)n(C)c1=O	-20	4	-0.6	0	-2.2	8	-2.1	11	3	1
51	CCC(C)Sc1nnc(Cc2cc(=O)[nH]c(=O)[nH]2)n1-c1ccc(F)cc1 (configuration not stated)	-4	7	0.8	5	-2.4	6	-0.3	0	0	0
52	O=C(Nc1ccccc1OC(=O)c1ccccc1)c1ccccc1	·	4	·	-25	-2.3	·	-0.3	9	-8	·
53	CCOCCCn1c(SCC(=O)NC(C)(C)C)nc2ccccc2c1=O	-2	5	0.3	3	·	-9	-7.1	-7	1	-1
54	COc1ccc(NC(=O)CN2CCN(c3ccc(C)cc3C)CC2)cc1	4	10	2.3	-4	1.1	0	0.5	-1	-26	2

Compound activity as filed in PubChem BioAssay.
